UHRF1 binding – UHRF1 methylated DNA binding inhibitors, primary screen, counter-screen for MBD2 inhibitor project, biochemical, TR-FRET, human UHRF1, single concentration. UHRF1 binding to methylated oligo. AID 687016, 2013. inhibition, % at 4.4 µM. 370,000 tested, 0.75% active. E3 ubiquitin-protein ligase UHRF1 (Homo sapiens), Q96T88; in the data active = inhibition above about 21%;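 note: UHRF1 SRA domain binding a hemimethylated CpG hairpin DNA probe; 0% = median of test compound wells and 100% = reference inhibitor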
Target sequence (Q96T88 whole entry, looked up, the tested form may be a part): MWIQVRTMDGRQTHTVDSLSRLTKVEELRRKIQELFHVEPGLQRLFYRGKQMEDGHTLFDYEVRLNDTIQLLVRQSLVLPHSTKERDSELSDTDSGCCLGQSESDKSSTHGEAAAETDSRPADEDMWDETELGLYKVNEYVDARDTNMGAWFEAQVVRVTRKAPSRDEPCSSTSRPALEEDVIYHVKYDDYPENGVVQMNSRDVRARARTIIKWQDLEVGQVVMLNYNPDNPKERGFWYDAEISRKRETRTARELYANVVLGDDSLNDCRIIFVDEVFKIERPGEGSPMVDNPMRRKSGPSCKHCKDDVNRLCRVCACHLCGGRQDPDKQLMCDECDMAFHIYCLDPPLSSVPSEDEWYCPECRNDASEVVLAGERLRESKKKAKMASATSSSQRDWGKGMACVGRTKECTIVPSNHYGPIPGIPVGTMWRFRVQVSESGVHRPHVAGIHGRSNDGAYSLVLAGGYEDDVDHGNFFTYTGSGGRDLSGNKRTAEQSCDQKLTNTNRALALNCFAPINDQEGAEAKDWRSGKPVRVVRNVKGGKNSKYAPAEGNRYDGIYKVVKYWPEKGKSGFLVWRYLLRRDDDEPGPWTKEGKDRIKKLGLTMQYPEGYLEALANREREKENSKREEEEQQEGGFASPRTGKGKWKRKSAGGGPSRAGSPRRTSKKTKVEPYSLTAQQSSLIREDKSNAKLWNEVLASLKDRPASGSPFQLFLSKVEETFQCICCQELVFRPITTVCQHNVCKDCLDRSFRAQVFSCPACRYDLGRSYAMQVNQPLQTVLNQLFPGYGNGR
PG9 binder – binders of HIV-1 gp120 antibody PG9, primary screen, biochemical, TR-FRET; HIV-1 gp120 / PG9 antibody interaction; TR-FRET gp120-PG9 antibody binding; inhibition, % at 6.7 µM; 360,000 tested, 0.43% active; AID 624416, 2012; in the data active = inhibition above about 8.5%
HTRA1 inhibitor – HTRA1 serine protease inhibitors, primary screen, biochemical, fluorescence polarization, HTS; inhibition, % at 5.96 µM; Q92743; recombinant HTRA1, FP-rhodamine activity-based probe; 340,000 tested, 0.5% active; AID 504803, 2011; in the data active = inhibition above about 36%;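 note: 0% = enzyme with DMSO and 100% = wells lacking enzyme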
PRMT1 FP inh – PRMT1 methyltransferase inhibitors, primary screen, biochemical, fluorescence polarization; Protein arginine N-methyltransferase 1 (Homo sapiens), Q99873; recombinant PRMT1, activity-based probe fluorescence polarization; inhibition, % at 2.79 µM; 370,000 tested, 1.3% active; AID 652257, 2013;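 active = inhibition above about 21% made by adding two undisclosed values, limit read from the data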
Rev-erbA mod – modulators of Rev-erb alpha DNA binding, primary screen, biochemical, FITC-DNA, fluorescence polarization, uHTS | activity, % at 10 µM | Rev-erbα–FITC-DNA binding, 90 min | 370,000 tested, 0.79% active;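 active = activity above about 14%, limit read from the data; passing the limit was not always enough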;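 note: 0% = DMSO wells with 35 nM protein and 100% = DMSO wells with 750 nM protein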
rCAG RNA binder – binders of r(CAG) RNA repeats, primary screen, biochemical, fluorescence; AID 651821, 2012; r(CAG) RNA repeat, TO-PRO-1 dye displacement fluorescence; 370,000 tested, 1.3% active; inhibition, % at 3 µM;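 active = inhibition above the plate cutoff, the mean of all test compounds on that plate plus 3 SD, cut at about 35% in these data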;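 note: 0% = DMSO alone and 100% = 100 µM mitoxantrone as full dye displacement; higher means more dye released from RNA so lower well fluorescence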
LEDGF integ inh – blockers of LEDGF/p75-dependent integrase strand transfer – biochemical, TR-FRET, high throughput, primary screen. HIV-1 integrase (with human LEDGF/p75). TR-FRET IN-LEDGF/p75 DNA integration, Eu/Cy5. inhibition, % at 3.7 µM. 370,000 tested, 0.64% active. AID 743269, 2014;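 active = inhibition above the screen-wide mean plus 3 SD, cut at about 13% in these data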;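 note: signal is the Cy5 over europium emission ratio at 671 and 618 nm; 0% = plate median of compound wells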
MBD2 DNA inh – inhibitors of MBD2 binding to methylated DNA, primary screen, biochemical, TR-FRET, DNA-binding domain, human; inhibition, % at 4.4 µM; AID 686964, 2013; MBD2 binding to methylated oligonucleotide; 370,000 tested, 0.31% active; in the data active = inhibition above about 13%
TCR CD3 inh – inhibitors of human TCR-CD3 interaction, primary screen, biochemical, fluorescence, TAMRA-labeled TCR probe; T-cell receptor (TCR); inhibition, % at 9.4 µM; 360,000 tested, 0.37% active; AID 651800, 2012; in the data active = inhibition above about 19%;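 note: recombinant mutant TCR 2C K166C tagged with TAMRA read by polarization; 0% = receptor in buffer alone and 100% = receptor with positive control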
mABHD4 FP – ABHD4 inhibitors, primary screen, biochemical, fluorescence polarization, mouse | inhibition, % at 8.92 µM | (Lyso)-N-acylphosphatidylethanolamine lipase (Mus musculus), Q8VD66 | AID 720543, 2013 | purified mABHD4, FP-Rh probe fluorescence polarization | 370,000 tested, 0.54% active;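 active = inhibition exceeding the mean over every tested compound plus 3 SD, cut at about 30% in these data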;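 note: 0% = plate median of compound wells and 100% = S159A mutant with DMSO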
Target sequence (Q8VD66 whole entry, looked up): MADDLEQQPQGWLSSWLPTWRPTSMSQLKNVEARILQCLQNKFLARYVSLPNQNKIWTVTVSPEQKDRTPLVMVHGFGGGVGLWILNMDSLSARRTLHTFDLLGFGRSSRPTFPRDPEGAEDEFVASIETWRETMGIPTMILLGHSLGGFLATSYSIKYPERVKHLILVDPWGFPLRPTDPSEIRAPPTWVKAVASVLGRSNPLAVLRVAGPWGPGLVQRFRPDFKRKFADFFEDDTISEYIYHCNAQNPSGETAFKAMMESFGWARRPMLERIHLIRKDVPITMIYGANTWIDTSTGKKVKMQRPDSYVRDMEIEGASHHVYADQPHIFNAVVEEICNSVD
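Material: mouse ABHD4 enzyme, wild type; Benchmarks: S159A mutant high control, sample median low control; Buffer or medium: HEPES pH 7.0, NaCl, Pluronic buffer; Signal: fluorescence polarization; Read-out: percent inhibition of probe binding, normalized to plate controls; Timing: pre-incubation 45 min, probe exposure 60 min, at 25 °C; Dosing: 8.92 µM, single dose.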
* marks the source's active call; other numbers are inactive results; · = no result given.

Preview:
SMILES	UHRF1 binding	PG9 binder	HTRA1 inhibitor	PRMT1 FP inh	Rev-erbA mod	rCAG RNA binder	LEDGF integ inh	MBD2 DNA inh	TCR CD3 inh	mABHD4 FP
Cc1ccc(C(=O)NC(C)c2ccc(-n3ccnc3)cc2)cc1 (stereo unspecified)	1	1.1	9	-1	2	0	12	-5	6	4
O=C1c2ccccc2C(c2nnnn2-c2ccc3c(c2)OCCO3)N1CCCN1CCOCC1 (stereo unspecified)	2	0.1	·	3	0	2	0	4	3	9

Results, previewed entries included:
SMILES	UHRF1 binding	PG9 binder	HTRA1 inhibitor	PRMT1 FP inh	Rev-erbA mod	rCAG RNA binder	LEDGF integ inh	MBD2 DNA inh	TCR CD3 inh	mABHD4 FP
Cc1ccc(C(=O)NC(C)c2ccc(-n3ccnc3)cc2)cc1 (stereo unspecified)	1	1.1	9	-1	2	0	12	-5	6	4
O=C1c2ccccc2C(c2nnnn2-c2ccc3c(c2)OCCO3)N1CCCN1CCOCC1 (stereo unspecified)	2	0.1	·	3	0	2	0	4	3	9
Cn1cc(S(=O)(=O)Nc2ccc(Cl)cc2Cl)c(=O)n(C)c1=O	-1	0.0	3	-1	1	2	1	4	10	1
CC(C)(C)OC(=O)C(Cl)(C(=O)OC(C)(C)C)c1ccc2nnnn2n1	0	1.3	-4	5	-1	-4	-2	4	2	0
COc1cccc(NC(=O)OCCN2CCN(Cc3ccccc3)CCC2=O)c1	-3	1.4	4	-2	-3	-6	-3	-6	10	1
CCN(c1ccccc1)S(=O)(=O)c1cc([N+](=O)[O-])ccc1N	-1	0.5	·	0	-3	6	-3	-3	2	-6
O=C(Nc1ccccc1-c1ccccc1)c1ccc(Br)o1	-2	0.7	-15	-2	6	-3	1	-4	0	-6
S=c1[nH]nc(-c2cccnc2)n1/N=C/C=C/c1ccccc1	-2	-1.4	-5	4	-2	13	-4	1	6	3
CN(CCC#N)C(=O)CSc1nnc(-c2c[nH]c3ccccc23)o1	-3	-3.4	-1	-2	-1	-1	3	2	0	-1
Cc1oc(-c2ccc(Cl)cc2)cc1C(=O)/C(C#N)=C/Nc1cccc(OC(F)(F)F)c1	-1	1.3	-10	-2	0	7	1	-6	9	-4
O=C(CSc1ccc(-c2ccccn2)nn1)NC1CCCC1	2	0.1	1	-1	-7	0	0	1	4	4
O=C(CCC(=O)N1CCOCC1)Nc1nnc(C2CCCCC2)s1	13	-1.7	14	-1	-1	-3	-1	0	1	-1
CN(C)/C=N/c1cc(=O)[nH]c(=O)n1Cc1ccccc1	-2	-3.0	0	-2	-4	-2	1	2	10	5
COc1ccc(N(CC(=O)NCc2cccs2)S(=O)(=O)c2ccc(F)cc2)cc1	-2	-0.7	-5	-5	-6	2	0	-5	1	2
COc1ccccc1-c1nnc(SCc2nc3ccccc3[nH]2)n1C	-2	-1.8	-4	1	-4	2	-1	-1	4	0

5 compounds from above, arranged by the value under PG9 binder, lowest first:
Molecule,PG9 binder
COc1ccc(N(CC(=O)NCc2cccs2)S(=O)(=O)c2ccc(F)cc2)cc1,-0.7
O=C(CSc1ccc(-c2ccccn2)nn1)NC1CCCC1,0.1
CCN(c1ccccc1)S(=O)(=O)c1cc([N+](=O)[O-])ccc1N,0.5
Cc1ccc(C(=O)NC(C)c2ccc(-n3ccnc3)cc2)cc1 (stereo unspecified),1.1
Cc1oc(-c2ccc(Cl)cc2)cc1C(=O)/C(C#N)=C/Nc1cccc(OC(F)(F)F)c1,1.3

Going on with the list:
SMILES	UHRF1 binding	PG9 binder	HTRA1 inhibitor	PRMT1 FP inh	Rev-erbA mod	rCAG RNA binder	LEDGF integ inh	MBD2 DNA inh	TCR CD3 inh	mABHD4 FP
Cc1cc(C(=O)Nc2cccc(C)c2C)c2ccccc2n1	1	-3.2	6	-4	3	0	0	2	-5	-1
Cc1nc(N2CCOCC2)c2c(C)c(C(=O)Nc3ccccc3C(F)(F)F)sc2n1	2	1.6	-6	6	-2	-8	1	4	-3	-11
Cc1c(Cl)cccc1NC(=O)CNCc1ccccc1F	1	0.9	4	-4	0	0	1	-6	3	1
C=C(C)CSc1nc(N)c(C#N)c(-c2ccc(C)cc2)c1C#N	2	-2.5	-18	2	24*	5	0	1	6	-5
CC1(C(=O)N2CCCCC2)CCN1C(=O)C1(c2ccccc2)CC1 (stereo unspecified)	0	0.7	·	0	11	0	0	-1	-5	-1
CC(C)c1nnc(NC(=O)CC(=O)Nc2ccccc2C(=O)O)s1	0	-1.4	-1	-3	-5	0	0	-1	-5	3
COc1ccc(C2=NOC(Cn3nc(C(=O)NCC4CC4)cc3-c3ccccc3)C2)cc1 (stereo unspecified)	0	-1.3	-3	-1	-7	-4	2	-1	3	-3
Cc1ccccc1CSCCNC(=O)c1ccc(Cl)c(S(=O)(=O)N2CCOCC2)c1	4	2.9	-14	3	5	2	-1	-1	-4	0
CC(C)CC1C(=O)N(Cc2cn(CC3CCCCC3)nn2)CCS(=O)(=O)N1Cc1ccc(-c2cccc(CO)c2)cc1 (stereo unspecified)	-1	-0.9	-60	-6	-1	8	4	0	0	-14
COc1ccc(CCNC(=O)COc2ccc(S(=O)(=O)N3CCOCC3)cc2)cc1OC	-1	-1.2	1	-1	-7	-5	-3	-4	4	3
COc1ccc(S(=O)(=O)N(CC(=O)NCC2CCCO2)c2ccc(F)cc2)cc1OC (stereo unspecified)	0	-0.5	-1	-2	-1	-5	1	2	7	1
CCCCC(CC)Cn1c(O)c(/C=C2\C=NN=C2c2ccccc2)sc1=S (stereo unspecified)	4	0.3	-12	3	6	9	2	0	-2	-14
N#Cc1nc(COc2ccccc2)oc1NCCCn1ccnc1	0	1.1	-2	-2	-2	-2	-3	-1	-4	-2
CCN(CC(=O)Nc1c(C(=O)OC)[nH]c2ccccc12)c1ccc2c(c1)OCO2	-4	-4.3	10	7	5	-2	-1	-4	12	27
COc1cc(Cc2nc3ccccc3n2C(C)c2nc3ccccc3[nH]2)cc(OC)c1 (stereo unspecified)	-2	-1.6	·	-2	-8	4	1	-5	9	4
O=C(COC(=O)CNC(=O)c1ccccc1F)Nc1cccnc1Cl	2	-1.5	1	-1	-2	-3	6	5	-8	-1
COc1ccc([C@H]2CC(=O)C=C(c3ccccc3)C2)cc1OC	0	1.8	1	-1	-1	0	1	-3	2	4
COc1ccc(N2C(=O)c3ccccc3NC2c2ccc(OC)c(Cn3nnc4ccccc43)c2)cc1 (stereo unspecified)	5	1.1	-24	2	2	5	0	4	3	-2
CC1CCCN(c2nc(NCc3ccco3)nc(N)c2[N+](=O)[O-])C1 (stereo unspecified)	0	-2.3	-11	-6	-4	-1	5	-11	4	-19
COCCN(CC(=O)NC1CCCCC1)C(=O)CSc1nc2ccccc2o1	-2	0.7	-13	-4	-3	-4	-1	4	-2	9
Nc1nonc1-c1nc2ccccc2n1CC(=O)N/N=C/c1ccc(-c2cccc(C(=O)O)c2)o1	6	-0.4	-20	9	-11	61*	6	0	11	-28
Cc1cccc(NC(=O)C2C3C=CC(C4CC34)C2C(=O)O)c1 (stereo unspecified)	2	0.0	0	0	-4	-3	-1	3	3	2
Cn1nc(C(=O)OCC(=O)c2ccc(Cl)cc2)c2ccccc2c1=O	0	0.5	-3	0	3	8	-3	3	2	-7
CCOC(=O)[C@]12CCCC=C1N(Cc1cccc3ccccc13)C(=O)[C@H](CC(=O)NCCCN1CCCC1=O)C2	0	1.9	·	-2	-2	3	1	-2	4	3
CCOc1ccc(NC(=O)CC2C(=O)N(CC)C(=S)N2CCNC(C)=O)cc1 (stereo unspecified)	-2	-0.3	8	0	3	0	1	-1	3	6
CC(Sc1cccc[n+]1[O-])C(=O)Nc1ccc(Oc2ccccc2)cc1 (stereo unspecified)	4	-0.8	-2	-2	10	1	3	3	10	-7
COC(=O)C1=C(C)NC(=O)NC1c1cn(-c2ccccc2)nc1-c1cccs1 (stereo unspecified)	2	0.4	-19	0	-1	2	-1	-1	0	-1
CC1CCN(C(=S)c2cccc([N+](=O)[O-])c2)CC1	0	-1.1	-1	0	0	0	0	-2	9	0
Cn1c(=O)c2c(nc(N3CCOCC3)n2CCCNC2=NCCCCC2)n(C)c1=O	0	0.5	0	-1	-3	-2	5	2	-7	2
COCCOC(=O)c1c(NC(=O)CN2CCOCC2)sc(C(N)=O)c1C	1	-2.1	6	-1	1	-1	-3	-4	-3	3
Cc1ccc(S(=O)(=O)c2cc3c(=O)n4ccccc4nc3n(CC3CCCO3)c2=N)cc1C (stereo unspecified)	8	-1.3	0	7	0	9	-1	10	4	-6
O=C(Nc1ccc(N2CCCCC2)cc1)c1cc([N+](=O)[O-])cc([N+](=O)[O-])c1	-4	-0.7	6	-1	0	-2	2	-3	6	1
CCN(CC(=O)Nc1ccc2c(c1)OCCO2)C(=O)c1ccc([N+](=O)[O-])s1	-1	-2.9	2	7	-4	10	13	-6	-6	-9
O=C(Nc1ccc2c(c1)OCO2)C1COc2ccccc2O1 (stereo unspecified)	-2	1.4	4	-1	2	-1	0	-5	48*	-1
COc1ccc(C(=O)Cc2cnn(-c3ccccc3)c2)c(O)c1	-2	-1.3	-4	2	-1	8	0	4	2	0
COc1ccc(NS(=O)(=O)c2cc([N+](=O)[O-])ccc2N/N=C\c2c(C)[nH]c3ccccc23)cc1	-2	-1.3	18	-2	2	7	-3	-2	-5	6
CC(C)C[C@H]1COc2cccc(F)c2S(=O)(=O)N1Cc1cn(Cc2ccco2)nn1	-2	·	·	0	3	2	-3	0	·	2
O=C(Nc1nnc(-c2ccc(F)cc2)s1)c1c(F)cccc1Cl	0	-0.1	0	-2	-2	3	0	-5	5	-3
COc1ccc([C@@H]2[C@@H]3C(=O)N(C(C)(C)C)C(=O)[C@@H]3[C@]3(C)C(=O)N(c4cccc(F)c4)C(=O)N23)cc1	-2	-1.3	-22	-2	-9	0	0	-4	1	0
COc1ccc(C(=O)Nc2ccc(C(=O)O)cc2NC(=O)c2ccc(OC)cc2)cc1	-1	1.1	-4	3	0	36*	0	-2	10	3
Nc1nc(SCc2ccc(F)cc2)n[nH]1	-1	-1.0	6	0	0	-2	-5	1	3	2
FC(F)(F)c1cc(Cl)c2nnc(-c3ccccn3)n2c1	2	-1.0	5	-2	4	-2	5	0	-4	2
COC(=O)c1c(NC(=O)C2C3C=CC(CC3)C2C(=O)O)sc(C)c1C (stereo unspecified)	-2	-0.3	-7	0	-2	4	7	-6	3	-4
CNS(=O)(=O)c1ccc(NCC2COc3ccccc3O2)c([N+](=O)[O-])c1 (stereo unspecified)	-2	0.4	-10	-2	4	8	-1	0	7	-13
Cc1nc2ccc(NC(=O)Cc3ccc(Br)cc3)cc2s1	2	-0.6	-10	4	4	0	-3	2	-6	0
CCOc1ccc(NC(=S)N2c3ccccc3CC2C)cc1 (stereo unspecified)	5	0.9	3	3	-6	0	-3	-1	-4	-1
Cc1c(C(=O)NCc2ccc(Cl)c(Cl)c2)sc(=O)n1Cc1ccc(C(=O)N(C)C)cc1	0	0.3	·	2	-3	3	-2	-5	-4	-8

The list is partial; rates above refer to the full screens.
